Screening data from PubChem.
GLP1R cytotox – qHTS of GLP-1 Receptor Inverse Agonists: Cytotox Screen; HEK293 cAMP-luciferase reporter cells, luminescence, 24 h; Potency, µM (top dose mostly 38.3 µM), for the others: at the highest dose activity change, negative = inhibition, actives largely listed as inhibitors; actives 0.13% (n = 410,000); AID 624418, 2012;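 note: loss of luciferase light is scored as toxicity; potency is the fitted concentration of half-maximal effect; % is set by controls: 0 for no effect and ±100 for the full control effect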
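Here, cytotoxicity is scored as loss of luminescence. The MLSMR collection was tested on cells seeded in medium containing 10% Nu serum, with a 24 hr compound exposure preceded by 12 hours of culture.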
aSyn yeast inh – qHTS of alpha-syn Inhibitors; actives 0.14% (n = 370,000); AID 652106, 2013; Yeast expressing alpha-synuclein, growth rescue, BacTiter-Glo, 24 h; Potency, µM (series often up to 46.1 µM), for inactives: top-dose growth rescue (activation), actives largely listed as activators; note: potency is the fitted concentration of half-maximal effect; % of control where 0% means no effect; nearly all actives have a fitted effect of over 65% in size
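Screening used galactose-induced yeast with toxic alpha-synuclein levels, exposed to compound for 24 hr at 30 deg C. Cell growth, read with BacTiter-Glo luminescence, gave the measured signal.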
TDP-43 yeast inh – qHTS of TDP-43 Inhibitors | TDP-43 expressing yeast growth rescue, BacTiter-Glo, 24 h | Potency, µM (highest dose often 46.1 µM), without a hit: at the highest dose growth rescue (activation), usual class: activators | actives 1.8% (n = 410,000); note: potency is the fitted concentration of half-maximal effect; % of control where 0% means no effect; nearly all actives have a fitted effect of over 50% in size
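In this qHTS, compounds that restore growth of yeast expressing TDP-43 appear as activators. Cells (OD600=0.02, galactose medium, raffinose-pregrown) are incubated with compound 24 hr at 30 deg C and growth is quantified by BacTiter-Glo.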
D3 antag – qHTS of D3 Dopamine Receptor Antagonist: qHTS | actives 2.5% (n = 360,000) | max response, negative = inhibition, % | D3R cells, DiscoveRx beta-arrestin luminescence, antagonist mode; active compounds read low; in the data active = max response below about -50%; inconclusive = no clear call, values can overlap the other calls; note: % is set by controls: 0 for no effect and ±100 for the full control effect; mostly tested at two doses, the higher about 12 µM
Target sequence (P35462 whole entry, looked up): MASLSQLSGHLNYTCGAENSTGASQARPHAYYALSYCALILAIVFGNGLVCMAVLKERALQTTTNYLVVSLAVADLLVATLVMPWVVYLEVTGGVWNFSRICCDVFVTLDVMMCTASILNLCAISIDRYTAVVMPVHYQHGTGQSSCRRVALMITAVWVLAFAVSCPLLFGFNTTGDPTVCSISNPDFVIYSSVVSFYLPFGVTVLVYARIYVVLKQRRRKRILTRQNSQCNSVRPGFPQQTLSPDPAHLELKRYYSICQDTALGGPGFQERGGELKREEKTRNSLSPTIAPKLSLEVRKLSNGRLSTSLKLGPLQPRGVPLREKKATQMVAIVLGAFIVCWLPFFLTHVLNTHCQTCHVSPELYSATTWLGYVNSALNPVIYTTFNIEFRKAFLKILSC
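Cells plated overnight at 1500 cells/well, then exposed to library compounds with dopamine controls for 90 minutes at 37 degrees C. DiscoveRx reagent added for 30–60 minutes at room temperature; luminescence read, quantitative HTS format.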
GLP-1R agonist – qHTS of GLP-1 Receptor Agonists. Glucagon-like peptide 1 receptor (Homo sapiens), P43220. HEK293 GLP-1R CRE-luciferase, luminescence, 4-6 h; cells express a hypersensitive GLP-1R form. Potency, µM (top dose mostly 45.6 µM), inactives show at the highest dose activation, usual class: activators. actives 0.007% (n = 380,000). AID 624172, 2012; note: potency is the fitted concentration of half-maximal effect; % of control where 0% means no effect
Target sequence (P43220 whole entry, looked up): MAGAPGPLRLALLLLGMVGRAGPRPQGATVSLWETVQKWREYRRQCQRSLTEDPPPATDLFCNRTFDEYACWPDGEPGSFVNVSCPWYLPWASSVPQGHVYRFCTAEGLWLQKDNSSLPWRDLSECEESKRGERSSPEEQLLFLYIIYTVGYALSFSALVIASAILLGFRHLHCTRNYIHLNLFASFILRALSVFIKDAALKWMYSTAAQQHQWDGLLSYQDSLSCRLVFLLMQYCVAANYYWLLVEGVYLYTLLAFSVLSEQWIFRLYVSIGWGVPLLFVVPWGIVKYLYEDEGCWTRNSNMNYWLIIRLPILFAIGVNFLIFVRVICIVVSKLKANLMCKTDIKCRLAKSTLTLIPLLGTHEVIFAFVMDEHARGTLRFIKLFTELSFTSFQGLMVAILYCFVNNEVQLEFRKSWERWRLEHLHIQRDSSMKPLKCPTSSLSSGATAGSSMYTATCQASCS
D3 ag – qHTS of D3 Dopamine Receptor Agonist: qHTS | D3R DiscoveRx beta-arrestin cells, luminescence, 90 min | D(3) dopamine receptor (Homo sapiens), P35462 | actives 0.58% (n = 410,000) | max activation, % | AID 652048, 2013; in the data active = max activation above about 30%; note: 0% is about no effect; mostly tested at two doses, the higher about 12 µM
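Agonist mode: compounds and dopamine controls were applied to plated cells for 90 min at 37 degrees C after an overnight attachment at 1500 cells/well. Luminescent read-out followed 30 - 60 minutes at room temperature with DiscoveRx detection reagent.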
KB-V1 cytotox – qHTS assay for MDR1-selective chemotherapeutics: Primary screen using the drug-selected MDR subline cells KB-V1; KB-V1 MDR cells viability, CellTiter-Glo, 72 h; Potency, µM (highest dose often 46.1 µM), inactives show at the highest dose activity change, negative = cytotoxicity, usual class: cytotoxic; actives 3.4% (n = 400,000); note: potency is the fitted concentration of half-maximal effect; % is set by controls: 0 for no effect and ±100 for the full control effect; nearly all actives have a fitted effect of over 60% in size
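Readout: CellTiter-Glo luminescence, 10 min after addition. Cells: KB-V1 MDR subline, 72 h at 37 degrees C with compound. Analysis: corrected, normalized data fitted to concentration-effect curves.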
GLP-1R inv ag – qHTS of GLP-1 Receptor Inverse Agonists (Inhibition Mode); actives 1.6% (n = 410,000); HEK293 GLP-1R CRE-luciferase, luminescence, 24 h; GLP-1R form is constitutively active; AID 624417, 2012; Potency, µM (top dose mostly 38.3 µM), for inactives: at the highest dose activity change, negative = inhibition, most hits filed as inhibitors; note: potency is the fitted concentration of half-maximal effect; % is set by controls: 0 for no effect and ±100 for the full control effect; nearly all actives have a fitted effect of over 55% in size
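Constitutively active GLP-1R drives a cAMP-responsive luciferase in stably transfected HEK293 cells; test compounds are added after overnight (12 h) attachment and left 24 hr, and signal loss in luminescence marks inhibition.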
PTHR1 ag – qHTS for PTHR1 Agonists: Primary Screen; Parathyroid hormone/parathyroid hormone-related peptide receptor (Homo sapiens), Q03431; HEK293 GP2 PTHR1 cells, GloSensor cAMP luminescence, 1 h; Potency, µM (series often up to 115 µM), for the others: at the top dose activation, actives largely listed as activators; actives 0.075% (n = 410,000); AID 743266, 2014; note: potency is the fitted concentration of half-maximal effect; nearly all actives have a fitted effect of over 55% in size; some results filed as inactive show a strong effect at the top dose; inactives centre near -15; many of its hits are not listed in these tables
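HEK-293-derived GP2 cells expressing PTHR1 and a GloSensor cAMP reporter, 3,000/well, plated overnight, given luciferin plus IBMX (each 0.5 mM as added) for 1 h at 37 °C, then compound for 1 h at 37 °C. Luminescence was read after 15 min at room temperature.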
Active calls of the source: *; i = inactive; ? = inconclusive; / = not tested or not shown; [ ] = another dose, or the depositor's remark. Unless noted, calls come from the whole dose curve; as a rule, active = well fitted curve in the direction sought with a large enough effect; inconclusive = small, poorly fitted or top-dose-only effect, or another doubt; inactive = no such curve, though single readings can be large; an effect the other way counts as inactive or inconclusive. An excerpt. The share of hits here may be higher or lower than overall.

SMILES	GLP1R cytotox	aSyn yeast inh	TDP-43 yeast inh	D3 antag	GLP-1R agonist	D3 ag	KB-V1 cytotox	GLP-1R inv ag	PTHR1 ag
CSc1nnc(N2C(=O)C(O)=C(C(=O)c3ccco3)C2c2ccccc2)s1 (stereo unspecified)	69%[activator]	-6%	12%	4	-1%	2	?	-4%	-17%
FC(F)(F)c1ccc2nnc(-c3c(Cl)cccc3Cl)n2c1	-11%	-6%	-3%	-15	-9%	10	11%	?	-14%
CS(=O)(=O)c1ccc2nc(NC(=O)CCNC(=O)c3ccccc3Cl)sc2c1	-8%	-5%	-23%	-19	3%	-6	/	3%	i
Cc1ccc(OCCC(=O)OCC(=O)Nc2ccc3[nH]c(=O)[nH]c3c2)cc1	9%	1%	-4%	25	0%	1	31%	4%	-27%
Cc1ccc(-n2nc3c(=O)n(CCCC(=O)NCCc4ccccc4Cl)nc(C)c3c2C)cc1	1%	-1%	38%	/	/	-5	/	2%	-20%
COc1ccc(Cn2nnnc2C(CC(C)C)N2CCN(c3ccccc3)CC2)cc1 (stereo unspecified)	0%	-3%	-22%	-6	2%	2	?	?	-4%
O=[N+]([O-])C(C1CCS(=O)(=O)C1)C1CCS(=O)(=O)C1 (stereo unspecified)	3%	1%	15%	8	3%	9	2%	12%	i
COc1ccc(CNCc2ccc(OC)c3ccccc23)cc1	-3%	11%	-2%	52	12%	-3	9%	?	i
Cc1ccc(S(=O)(=O)N2CCCC(C(=O)NCCC3=CCCCC3)C2)cc1 (stereo unspecified)	-4%	-2%	-4%	-8	-11%	3	7%	-2%	i
COCCCNC(=O)/C(=C\c1cccn1C)NC(=O)c1cccs1	16%	0%	-8%	15	0%	10	34%	5%	i
CCOCCCNC(=O)c1ccc(OC(C)=O)cc1	1%	-1%	5%	-10	-12%	4	9%	5%	i
Cc1ccc(N=C2NC(=O)C(CC(=O)O)S2)cc1 (stereo unspecified)	29%	0%	-6%	-19	2%	4	1%	51%[activator]	-11%
CCN1CCN(CC(=O)Nc2nc3ccc(OC)cc3s2)CC1	76%[activator]	2%	-5%	-66*	7%	-1	-1%	-30%	-9%[57.5 µM]
CC(C)(C)C1CCC2(CC1)Nc1cccc3cccc(c13)N2	-2%	-7%	-3%	-11	-52%[inhibitor]	0	-11%	37%[activator]	i
COc1ccc(C(CNS(=O)(=O)c2ccccc2)N2CCN(C)CC2)cc1 (stereo unspecified)	1%	1%	15%	9	-5%	0	12%	-19%	i
COC(=O)Cc1[nH]n(-c2nc3ccccc3s2)c(=O)c1C(C)=Nc1ccc(OC)cc1	-22%	-9%	9%	-11	-6%	1	9.2µM*	?	-43%[inhibitor]
CCOC(=O)C1CCCN(S(=O)(=O)Cc2ccc(Cl)cc2)C1 (stereo unspecified)	-2%	12%	17%	3	-10%	16	-7%	-7%	-7%
Cc1ccc2oc(-c3cccc(NC(=O)C4CCCO4)c3)nc2c1 (stereo unspecified)	0%	-27%	24%	8	26%	7	18%	0%	i
Cc1ccc(CNC(=O)COC(=O)c2cc3c(s2)CCC(C)C3)cc1 (stereo unspecified)	-2%	-7%	-22%	-4	8%	0	-11%	21%	i
COc1cc(CNCc2ccccn2)ccc1OCc1cccc(Cl)c1	2%	1%	-17%	-17	4%	-13	-21%	?	-5%[57.5 µM]

Just GLP-1R agonist and TDP-43 yeast inh (2 entries from above):
smiles	GLP-1R agonist	TDP-43 yeast inh
CCOCCCNC(=O)c1ccc(OC(C)=O)cc1	-12%	5%
Cc1ccc(N=C2NC(=O)C(CC(=O)O)S2)cc1 (stereo unspecified)	2%	-6%

Next results:
SMILES	GLP1R cytotox	aSyn yeast inh	TDP-43 yeast inh	D3 antag	GLP-1R agonist	D3 ag	KB-V1 cytotox	GLP-1R inv ag	PTHR1 ag
CCN(CC)c1ccc(C=Nc2cc(C)ccc2C)c(O)c1	20%	11%	-2%	7	2%	-7	23µM*	10%	-3%
COc1cccc(NC(=O)c2ccc(NC(C)=O)cc2)c1	-8%	-1%	-1%	0	-1%	-2	?	5%	i
CCCCNC(=O)C1(C)CCCCN1C(=O)c1cc(C#N)cs1 (stereo unspecified)	7%	-1%	3%	14	-3%	7	1%	14%	-6%
CSc1ccccc1OCc1cc(C(=O)N(C)Cc2c(C)n[nH]c2C)no1	-1%	0%	-8%	0	19%	-9	?	35%[activator]	-32%
CN(C(=O)c1cccc(NC(=O)Cc2ccc([N+](=O)[O-])cc2)c1)C1CCCC1	-1%	-4%	-3%	-4	-4%	-18	-4%	-7%	-49%[inhibitor]
O=C(NCCc1ccccc1)c1cc2ccccc2oc1=O	13%	0%	11%	15	-1%	7	-8%	17%	-32%[inhibitor]
CN(C)NC(=O)C(NC(=O)c1ccccc1)C12CC3CC(CC(C3)C1)C2 (stereo unspecified)	22%	-5%	1%	-17	-7%	-3	13%	3%	-13%
O=C(Nc1scc(-c2ccc(F)cc2)c1C(=O)O)c1ccco1	-9%	20%	-38%[inhibitor]	-27	6%	5	0%	2%	-15%[57.5 µM]
Cc1nnsc1S(=O)c1ccc(Cl)c(Cl)c1 (stereo unspecified)	-19%	-1%	28%	?	3%	-18	?	?	-12%
O=C(Nc1ccc2snnc2c1)N1CCN(c2ccccc2)CC1	-22%	-5%	0%	0	-1%	12	-13%	?	-21%
Cc1ccc(S(=O)(=O)N2CCCN(C)CC2)cc1	-1%	1%	-4%	9	13%	3	12%	-13%	i
Cc1ccc(NC(=S)NC(=O)c2c(-c3ccccc3Cl)noc2C)cc1	12%	2%	16%	-1	-3%	-7	21µM*	-57%	i
COc1ccc2c(=O)cc(-c3ccncc3)oc2c1OC	-9%	22%	-17%	?	7%	0	?	-33%	-12%
COc1cc(/C=N\NC(=O)c2ccc(=O)[nH]n2)cc(OC)c1OC	-4%	-16%	1%	-8	12%	2	7%	9%	29%[57.5 µM]
CC1=NN(C(N)=S)C(=O)C1N=Nc1ccc(F)cc1 (stereo unspecified)	-3%	-18%	21%	-3	-2%	-3	-1%	?	-2%
O=C(Cn1cccc1C(=O)c1ccccc1)NCCCc1ccccc1	-6%	-6%	-3%	-15	2%	-3	-18%	?	i
Cc1cc(Cl)ccc1NC(=S)NCCC(c1ccccc1)c1ccccc1	?	-1%	8%	9	-12%	2	?	?	-34%[inhibitor]
CC(C)Oc1ccc(OCCn2c(S(=O)(=O)O)nc3c(N)ncnc32)cc1	4%	-7%	0%	-5	-5%	-6	-4%	18%	i
Cc1cc(SCC(=O)N(CC(C)C)c2c(N)n(CC(C)C)c(=O)[nH]c2=O)nc2ccccc12	-5%	-7%	-12%	0	-6%	4	-18%	4%	-1%
CC(=O)Nc1sc(C)c(C)c1C(=O)OCC(=O)Nc1cc(S(C)(=O)=O)ccc1Cl	0%	-7%	-8%	1	0%	-6	-13%	4%	i
CN=C(c1ccc([N+](=O)[O-])cc1)N1CCCCC1	0%	-10%	10%	39	-4%	2	-8%	24%	i
Cc1noc(C)c1CSCC(=O)Nc1cc(S(C)(=O)=O)ccc1Cl	7%	-2%	-22%	-4	-4%	5	-20%	8%	-24%
Cc1ccc2c(c1)c1c(c(=O)n(-c3cccc(Cl)c3)c(=O)n1CC(=O)NCCC1=CCCCC1)n2C	-2%	/	10%	/	/	4	-11%	13%	-16%
COCCCn1c(C(=O)NCCC2=CCCCC2)cc2c(=O)n3cccc(C)c3nc21	3%	-2%	10%	1	1%	3	-8%	2%	-8%
O=C(CCNS(=O)(=O)c1ccccc1)OCC(=O)c1ccc(F)cc1	-6%	0%	7%	2	-8%	-4	7%	12%	i
CCOc1ccc(C(=O)C[n+]2ccc(C(=O)NCc3ccccc3)cc2)cc1	-5%	2%	-1%	?	2%	-10	3%	?	-19%
Cc1cccc(C(=O)NCCN2CCN(c3ccccc3)CC2)c1	21%	2%	11%	?	3%	16	-16%	?	i
CC(Nc1ccc(F)cc1F)C(=O)NC(=O)NC1CCCCC1 (stereo unspecified)	0%	-4%	2%	-12	6%	0	?	-74%	i
CC1CC(C)(C)N(C(=O)NC2CCCCC2)c2ccccc21 (stereo unspecified)	6%	-8%	14µM*	0	0%	4	-15%	12%	28%
NC(=O)c1ccc(NC(=O)CSc2nnc(C3CC3)n2C2CC2)cc1	2%	-13%	-13%	13	16%	4	13%	22%	-7%
CN(Cc1ccccc1)c1ncnc2ccc(Br)cc12	-12%	18%	18%	0	1%	6	?	?	-6%[57.5 µM]
Cc1ccc(S(=O)(=O)N(C)C)cc1NC(=O)CN1C(=O)NC2(CCc3ccccc32)C1=O (stereo unspecified)	1%	0%	14%	23	11%	6	10%	1%	i
Cc1ccc(-n2ncc(C(=O)NCCCN3CCCCC3)c2C2CCN(C(=O)OC(C)(C)C)CC2)cc1	0%	/	3%	/	/	-4	11%	?	-13%
Clc1cccc(CSc2nnc(-c3sccc3-n3cccc3)o2)c1	25%	18%	20%	-1	27%	0	-51%	?	-12%
Cc1nonc1NC(=O)CSc1ccccn1	-6%	9%	-16%	-9	11%	3	4%	8%	i
Cc1ccccc1Nc1ncnc2c1c(-c1ccccc1)cn2-c1ccc(F)cc1	2%	/	?	/	/	-3	/	?	-2%
COC(=O)c1ccc(NC(=O)CSc2nnc(COc3ccc4c(c3)CCCC4)o2)cc1	2%	-1%	-19%	6	7%	-2	4%	12%	i
